# STK33 kinase inh: blocks human STK33 kinase activity; Q9BYT3; purified STK33, MBP phosphorylation, ADP-Glo luminescence; inhibition, % at 10 µM; hit rate 0.073% among 320,000; AID 2661;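 active = inhibition at or above 25%, using the most active replicate where run in duplicate; inactive = inhibition below 25%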
# Target sequence (Q9BYT3 whole entry, looked up): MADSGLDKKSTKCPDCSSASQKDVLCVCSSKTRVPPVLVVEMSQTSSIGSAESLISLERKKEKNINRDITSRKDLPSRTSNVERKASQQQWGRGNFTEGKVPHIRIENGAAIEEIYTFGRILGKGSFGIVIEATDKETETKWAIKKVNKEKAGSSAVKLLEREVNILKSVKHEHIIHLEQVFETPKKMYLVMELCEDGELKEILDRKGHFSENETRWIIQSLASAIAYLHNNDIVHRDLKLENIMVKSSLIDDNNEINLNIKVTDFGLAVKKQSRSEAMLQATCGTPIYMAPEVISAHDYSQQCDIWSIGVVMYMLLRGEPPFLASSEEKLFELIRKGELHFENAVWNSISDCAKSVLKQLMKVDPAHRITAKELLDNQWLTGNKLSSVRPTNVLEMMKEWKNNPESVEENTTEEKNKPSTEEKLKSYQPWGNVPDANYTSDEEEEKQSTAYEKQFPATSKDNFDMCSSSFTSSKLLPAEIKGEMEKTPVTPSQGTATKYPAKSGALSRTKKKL
# Active calls of the source: *. Only part of the results is shown. The share of hits here may be higher or lower than overall.
STK33 kinase inh | Molecule
-2.3 | COc1ccc(CNC(=O)COC(=O)[C@H](Cc2ccccc2)NC(=O)c2cccs2)cc1
0.9 | C=CC[C@@H](CC(=O)N(CCO)Cc1ccccc1)C(=O)NC[C@H](OC(=O)[C@@H](CC=C)CC(=O)OC(C)(C)C)c1ccccc1
7.0 | Cc1ccc(C)c(OCC(=O)NNC(=O)CCN2CCN(c3ccccc3)CC2)c1
-0.2 | CC(=O)c1c(C)[nH]c(C(=O)OCC(=O)Nc2c(C)cccc2C)c1C
-2.5 | Cc1ccc([C@@H]2CC=C(C(=O)O)[C@H](c3ccccc3F)N2S(=O)(=O)c2ccc(C)cc2)cc1
-0.3 | Cn1nc(C(=O)OCC(=O)Nc2ccc(SC(F)F)cc2)c2ccccc2c1=O
-0.7 | CCn1nc(C(=O)NNC(=O)C(Cc2ccccc2)NC(N)=O)c2ccccc2c1=O (configuration not stated)
-1.9 | COc1ccc(OCCCC(=O)ON=C(N)c2ccccc2Cl)cc1
-1.1 | C[C@H](CO)N1C[C@H](C)[C@@H](CN(C)C(=O)Nc2ccc3c(c2)OCO3)Oc2ccc(NC(=O)C3CCCCC3)cc2C1=O
-1.4 | CCOc1ccc(NC(=O)CN(C)C(=O)CC2CCCCC2)cc1OCC
-0.4 | O=C(C[C@H]1C/C=C\C[C@@H](Cc2ccc(F)cc2)C(=O)O[C@H](c2ccccc2)CNC1=O)N[C@@H](CO)Cc1ccccc1
1.1 | NCc1cccc(CNc2ccc([N+](=O)[O-])cc2C(N)=O)c1
-1.3 | O=C1CN(C(=O)COc2ccccc2Cl)c2ccccc2N1
-1.5 | CCN(CC)c1ccc(NC(=O)CN2CCN(c3nc(C)cc(C)n3)CC2)cc1
-0.3 | CN(C)C(=O)c1ccc(NC(=O)COC(=O)c2cc3c(s2)CCCCC3)cc1
4.3 | Nc1nncn1C(=O)c1cccs1
-0.6 | CC(C(=O)OCC(=O)Nc1ncc(Cl)cc1Cl)N1C(=O)c2ccccc2C1=O (configuration not stated)
-1.4 | CCN(CC(=O)Nc1ccc(OC)cc1)C(=O)c1ccc(N2C(=O)CCC2=O)cc1
0.4 | CC(C)(C)OC(=O)C[C@@H]1C/C=C\C[C@H](CC(=O)N(CCO)Cc2ccccc2)C(=O)N[C@@H](c2ccccc2)COC1=O
-2.2 | CC1CCN(C(=O)CN2C(=O)C(=O)N(C(C)C)C2=O)c2ccccc2S1 (configuration not stated)
-1.9 | O=C1CCc2cc(S(=O)(=O)Nc3ccccc3Cl)ccc2N1
2.1 | O=C(COC(=O)c1ccc(Cl)nc1)Nc1ccc2c(c1)CCC2
0.3 | CC(C)CN(C(=O)C1=NN(c2ccccc2)C(=O)CC1)c1c(N)n(Cc2ccccc2)c(=O)[nH]c1=O
2.2 | Cc1ccc(S(=O)(=O)N2CCC(=O)N(CCOC(=O)NCc3ccccc3)CC2)cc1
-1.5 | Cc1ccc(CNC(=O)COC(=O)c2cc(C)oc2C)cc1
2.5 | O=C(COC(=O)CCN1C(=O)C2CC=CCC2C1=O)NCCc1ccc(F)cc1 (configuration not stated)
-1.0 | CCOc1ncccc1C(=O)Nc1cccc(S(=O)(=O)N2CCOCC2)c1
-1.6 | Cc1nn(CSc2c(F)c(F)c(F)c(F)c2F)c(C)c1[N+](=O)[O-]
-0.8 | CC(Sc1ccc(S(=O)(=O)N2CCOCC2)cn1)c1ccccc1Cl (configuration not stated)
-1.0 | Cn1c(N)c(C(=O)CSc2nc(C3CC3)n(-c3ccccc3)n2)c(=O)n(C)c1=O
2.8 | CCN1CC=C2C(C#N)=C(N)C(C#N)(C#N)C(CCc3ccccc3)C2C1 (configuration not stated)
1.8 | Cc1ccc(C(C)C)cc1OCC(=O)NCCCn1ccnc1
0.4 | Cc1cc(C(=O)COC(=O)COc2ccccc2C#N)c(C)n1CC1CCCO1 (configuration not stated)
0.7 | Cc1ccc(S(=O)(=O)N2CCOCC2)cc1NC(=O)COC(=O)c1ccc(Cl)s1
-2.5 | CCCCN(C)C(=O)C1CCN(C/C(C)=C/c2ccccc2)CC1
-1.5 | Cc1ccc(S(=O)(=O)/N=C(/Nc2ccccc2C)c2ccccc2)cc1

# Random excerpt: 5 compounds from above
STK33 kinase inh | Molecule
0.7 | Cc1ccc(S(=O)(=O)N2CCOCC2)cc1NC(=O)COC(=O)c1ccc(Cl)s1
-1.6 | Cc1nn(CSc2c(F)c(F)c(F)c(F)c2F)c(C)c1[N+](=O)[O-]
-0.8 | CC(Sc1ccc(S(=O)(=O)N2CCOCC2)cn1)c1ccccc1Cl (configuration not stated)
-1.5 | Cc1ccc(CNC(=O)COC(=O)c2cc(C)oc2C)cc1
2.8 | CCN1CC=C2C(C#N)=C(N)C(C#N)(C#N)C(CCc3ccccc3)C2C1 (configuration not stated)

# (further entries)
STK33 kinase inh | Molecule
-3.2 | O=C(NCCOc1ccccc1Cl)c1cccc2c1C(=O)c1ccc(Cl)cc1S2(=O)=O
-0.5 | Cc1nn(CC(=O)NCCN2CCOCC2)c(=O)c2ccccc12
2.0 | O=C(C[n+]1ccc(/C=N/O)cc1)NC(=O)Nc1ccccc1
-0.7 | COc1ccc(C(C)=O)cc1CSc1ccc(S(=O)(=O)N2CCCCC2)cn1
-0.2 | O=C(CC1SC(N2CCCCC2)=NC1=O)Nc1cccc(C(=O)NCc2ccccc2)c1 (configuration not stated)
-1.4 | CCN(CC(=O)Nc1ccc(NC(C)=O)cc1)CC(=O)Nc1cc(C)on1
-1.5 | COC(=O)[C@]1(Cc2ccccc2)N[C@H](c2ccc(SC3CCCCC3)c(OC)c2)[C@@H]2C(=O)N(C)C(=O)[C@@H]21
-1.1 | Cn1c(=O)oc2cc(S(=O)(=O)N3CCC(C(=O)N4CCN(c5ccccc5)CC4)CC3)ccc21
-0.4 | COC(=O)C[C@H](NC(=O)Cn1cnc2c(OCc3ccccc3)ncnc21)C(=O)OC
1.1 | CCOc1ccc(NC(=O)CN2C(=O)NC3(CCCCCC3)C2=O)cc1
-0.7 | CC(=O)Nc1ccc(C(=O)COC(=O)c2cc(C)oc2C)c(F)c1
-1.1 | COc1ccc(/C=C/C(=O)OCC(=O)NC(C)CCc2ccccc2)cc1OC (configuration not stated)
0.5 | CCN(C(=O)COC(=O)c1ccccc1OCc1ccc(Cl)cc1)C1CCS(=O)(=O)C1 (configuration not stated)
-0.3 | O=C1N[C@@H](Cc2ccccc2)COC(=O)[C@@H](Cc2ccc(F)cc2)C/C=C\C[C@@H]1CC(=O)N(CCO)Cc1ccccc1
-1.5 | CN(Cc1cnn(C)c1)C(=O)C1CCCCC1C(=O)O (configuration not stated)
0.0 | C[C@H](CO)N1C[C@H](C)[C@@H](CN(C)C(=O)Nc2ccc(C(F)(F)F)cc2)Oc2c(NC(=O)Cc3ccccc3)cccc2C1=O
-0.7 | NC(=O)c1ccccc1OCC(=O)N1CCC(Cc2ccccc2)CC1
0.2 | O=C(CNC(=O)c1ccc(Br)o1)NCC1CCCCC1
-3.1 | COc1ccc([C@H]2CC(=O)C=C(C#CC(C)(C)C)C2)cc1
-1.1 | CCOC(=O)c1c(C)[nH]c(C(C)=NNC(=O)c2cccs2)c1C
-0.7 | C[C@H]1CN=C(N(C)C)N1CCCC1CCCC1
4.0 | CCC(CO)Oc1cc(NCc2ccccc2C)c2ncn(C(C)C)c2c1 (configuration not stated)
0.7 | O=C(Cn1cnc2c(OCc3ccccc3)ncnc21)N1CCN(c2ccccn2)CC1
0.0 | CCn1c(SCC(=O)NCC2CCCO2)nnc1-c1ccccc1OC (configuration not stated)
1.5 | O=C(Nc1ccc(C(=O)N2CCCC(CO)C2)cc1)c1ccc(Br)o1 (configuration not stated)
-0.8 | COc1ccc2c(c1)[C@@H]1[C@H](CO2)[C@H](c2ccccc2)[C@]2(C)C(=O)Nc3ccc(C)cc3C(=O)N12
0.1 | CCCn1nc(C(=O)N2CCN(c3ccccn3)CC2)c2ccccc2c1=O
-0.3 | CCOc1ccc(OCC)c(NC(=O)CSc2nnc(Cn3cnc4ccccc43)n2C)c1
-0.7 | N#Cc1nc(COc2ccc(Cl)cc2)oc1N1CCCCCC1
0.1 | Nc1nc(COC(=O)C2CC(=O)N(Cc3ccccc3)C2)nc(Nc2ccccc2)n1 (configuration not stated)
-0.8 | CCCCOc1ccc(C(=O)NNC(=O)c2cnccn2)cc1OC
-0.2 | CC(C(=O)N1CCc2ccccc21)N1CCN(S(=O)(=O)c2cccs2)CC1 (configuration not stated)
-1.4 | C=CC[C@@H](CC(=O)NCCO)C(=O)NCCOC(=O)[C@@H](CC=C)Cc1ccc(F)cc1
-1.5 | CCOC(=O)c1c(NC(=O)COC(=O)c2cnccn2)sc(C)c1C
-2.4 | O=C(COC(=O)/C=C/c1cccc(F)c1)NC1CC1
0.4 | COc1ccc(N2CCN(C(=O)CN3C(=O)NC(C)(C4CC4)C3=O)CC2)cc1 (configuration not stated)

# Grouped by structure: the entries above containing a thiophene ring, fused or not (seven)
STK33 kinase inh | Molecule
-2.3 | COc1ccc(CNC(=O)COC(=O)[C@H](Cc2ccccc2)NC(=O)c2cccs2)cc1
-0.3 | CN(C)C(=O)c1ccc(NC(=O)COC(=O)c2cc3c(s2)CCCCC3)cc1
4.3 | Nc1nncn1C(=O)c1cccs1
0.7 | Cc1ccc(S(=O)(=O)N2CCOCC2)cc1NC(=O)COC(=O)c1ccc(Cl)s1
-1.1 | CCOC(=O)c1c(C)[nH]c(C(C)=NNC(=O)c2cccs2)c1C
-0.2 | CC(C(=O)N1CCc2ccccc21)N1CCN(S(=O)(=O)c2cccs2)CC1 (configuration not stated)
-1.5 | CCOC(=O)c1c(NC(=O)COC(=O)c2cnccn2)sc(C)c1C

# More compounds follow:
STK33 kinase inh | Molecule
-0.2 | CCOc1ccc(S(=O)(=O)N2CCCCC2)cc1NS(=O)(=O)c1cccs1
-0.1 | CC(=O)c1c(C)[nH]c(C(=O)OCC(=O)c2ccc3c(c2)NC(=O)CO3)c1C
0.3 | Cc1ccc(C)c(OCC(=O)Nc2c(C)n(C)n(-c3ccccc3)c2=O)c1
0.0 | Cc1onc(-c2ccccc2)c1C(=O)OCC(=O)N1CCC(C)CC1
-2.9 | COc1ccc(NS(=O)(=O)c2cc(NC(=O)Cc3c(F)cccc3Cl)ccc2OC)cc1
-0.6 | O=C1C=C(c2ccc(C(=O)O)cc2)C[C@@H](c2ccc(Cl)cc2)C1
-0.6 | Cc1ccccc1OCC(=O)OCC(=O)NCCc1ccccc1
0.2 | CCn1nc(C(=O)NNC(=O)c2cc(Cl)ccc2OC)c2ccccc2c1=O
-0.4 | Cc1cc(C)n2nc(C(=O)OCC(=O)N(CC(C)C)C3CCS(=O)(=O)C3)nc2n1 (configuration not stated)
-2.5 | Cc1cccc(N2CCN(C(=O)[C@H](C)N3C(=O)C4CC=CCC4C3=O)CC2)c1C (some centres not stated)
-0.4 | Nc1cc2nc3ccccc3oc-2cc1=O
0.4 | CCn1c(C)cc(C(=O)COC(=O)c2cccnc2SC)c1C
1.6 | NC(=O)SCC(=O)Nc1ccc(Cl)c(Cl)c1
-0.1 | COc1ccc(S(=O)(=O)N2CCCCCC2)cc1C(=O)N(C)CC(=O)Nc1ccccc1C(F)(F)F
-0.5 | CC1=CC(=NOC(=O)/C=C/c2ccccc2)C=C(C)C1=O
-2.0 | NC(=O)c1ccccc1NS(=O)(=O)c1ccc(S(=O)(=O)N2CCCC2)cc1
-3.0 | COc1ccc(C=NNc2ccc([N+](=O)[O-])cc2S(=O)(=O)Nc2ccccc2C(=O)O)cc1OC
-1.2 | COc1ccc(SC[C@H](Cc2ccccc2)N2CC[C@@H](C(C)(C)C)CCC2=O)cc1
-1.5 | CCOc1ncccc1C(=O)OCc1nnc(-c2ccccc2)o1
-0.4 | Cc1ccc(NC(=O)COC(=O)C2=NN(c3ccccc3)C(=O)CC2)c(Br)c1
-0.6 | O=C(OCC(=O)N1CCN(Cc2ccccc2)CC1)c1cc(Cl)ccc1[N+](=O)[O-]
0.1 | CCCCCn1c(SCC2CCCO2)nc2cc(C(=O)N3CCC(C(N)=O)CC3)ccc2c1=O (configuration not stated)
-1.3 | COc1ccc2cc(C=NS(=O)(=O)c3ccc(C)cc3)n(C)c2c1
0.4 | c1csc(CNc2ccc3c(c2)OCCO3)c1
0.4 | COc1ccc(NC(=O)CN2CCCCC2)cc1S(=O)(=O)N1CCCCC1
-0.4 | CCOc1cc(C=C(C(=O)OC)C(=O)OC)ccc1OCc1ccc([N+](=O)[O-])cc1
0.6 | C=C(C)C(=O)Nc1cccc(C2=NOC3(C2)C[C@@H](C(N)=O)N(C(=O)c2ccc(Cl)cc2)C3)c1 (some centres not stated)
-1.5 | O=C(Cc1ccc(Cl)cc1)Nc1ccc(N2CCCC2)cc1
-0.4 | Nn1c(CSc2nc3ccccc3o2)nnc1CSc1nc2ccccc2o1
2.9 | Cc1cnc(NC(=O)c2ccc(F)c(S(=O)(=O)N3CCOCC3)c2)s1
-0.3 | CC(C)Oc1ccc(C(=O)NCC(=O)Nc2ccc3c(c2)CCC3)cc1
-1.1 | CN(CC(=O)Nc1cccc(S(=O)(=O)N2CCCCC2)c1)Cc1ccc(F)cc1
0.2 | CC[C@H](C)[C@@H](C(=O)NCCCCCCCCCCC(=O)N1CCN(C(=O)OC(C)(C)C)CC1)n1cc(CCCCN=C(NC(=O)OC(C)(C)C)NC(=O)OC(C)(C)C)nn1
0.2 | O=C(COC(=O)COc1ccccc1)NCc1ccc2c(c1)OCO2
0.4 | O=C(C1=C(O)C(=O)N(CCN2CCOCC2)C1c1cccnc1)c1cc2ccccc2o1 (configuration not stated)
-0.3 | CCN(CC)S(=O)(=O)c1ccc(NC(=O)COC(=O)c2ccc(-n3nc(C)cc3C)cc2)cc1
0.1 | CSc1ncccc1C(=O)OCC(=O)Nc1ccc(Cl)cn1
0.2 | COc1cccc(CC(=O)Nc2cc(S(=O)(=O)N3CCCCC3)ccc2C)c1
-1.1 | CCOc1cc(C(=O)OCc2cc(=O)n3c(C)csc3n2)ccc1OC
-2.2 | Cc1ccccc1-n1nnnc1SCC(=O)NNC(=O)c1ccc(NC(=O)CC#N)cc1
-0.2 | Cc1ccc(Cl)cc1NC(=O)COC(=O)c1ccc(COc2ccc3c(C)cc(=O)oc3c2)cc1
-0.9 | CCC(C(=O)Nc1ccc(N2CCOCC2)c(S(=O)(=O)Nc2ccccc2OC)c1)c1ccccc1 (configuration not stated)

# Compound activity from PubChem BioAssay.
